# High-throughput results deposited in PubChem BioAssay by several laboratories.
# GSK3beta inhib: human GSK3beta kinase inhibition. GST-GSK3beta kinase, ADP-Glo luminescence, 60 min; stronger effect = lower value. activity score (negative = inhibition), % at 10 µM. AID 2097. 300,000 tested, 0.038% active;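 active means more than half of replicate wells score below -50%, meaning over 50% inhibition versus plate controls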;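 further: 0% = median DMSO wells and -100% = median GW8510 positive control wells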
# Target sequence (P49841 whole entry, looked up): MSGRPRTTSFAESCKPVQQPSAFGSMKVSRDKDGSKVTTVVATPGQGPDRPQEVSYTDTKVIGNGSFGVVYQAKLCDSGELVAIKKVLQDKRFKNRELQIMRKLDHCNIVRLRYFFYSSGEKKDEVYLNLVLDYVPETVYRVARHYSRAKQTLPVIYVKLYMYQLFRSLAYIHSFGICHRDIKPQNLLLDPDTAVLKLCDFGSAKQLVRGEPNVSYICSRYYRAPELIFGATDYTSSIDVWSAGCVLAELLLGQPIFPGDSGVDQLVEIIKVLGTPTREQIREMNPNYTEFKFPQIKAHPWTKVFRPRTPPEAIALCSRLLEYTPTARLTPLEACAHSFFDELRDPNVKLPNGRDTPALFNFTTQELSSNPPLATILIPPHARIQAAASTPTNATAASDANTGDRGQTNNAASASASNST
#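 Assay system: GST-tagged human GSK3beta kinase, cell-free; Input: 1.6 ng GSK3beta; Medium: Tris/MgCl2 kinase buffer; Timing: 60 min enzyme reaction, room temperature; Signal: ADP-Glo luminescence quantifying ADP generated by kinase; Evaluation: score relative to plate controls; Benchmarks: DMSO neutral wells and GW8510 at 20 µM as positive.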
# KLF5 inhibitor: inhibitors of KLF5 expression; DLD-1 KLF5 promoter-luciferase reporter, luminescence; inhibition, % at 5 µM; 290,000 tested, 0.23% active; AID 1700;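 active means inhibition above a per-plate limit of that plate's mean compound inhibition plus 3 SD, cut at about 60% in these data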;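 further: 0% = DMSO wells and 100% = LY294002 at 200 µM; higher means less KLF5 promoter-driven luciferase light; inactives centre near -14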
# HSF-1 act: increases HSF-1 driven luciferase reporter signal; NIH3T3-HGL HSF-1 luciferase reporter, MG132, 8 h; 100% = twice DMSO control signal; activation, % at 9 µM; 300,000 tested, 1.7% active; AID 504408;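 active means mean replicate activation of at least 50% with a set share of replicates each reaching 50%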;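 further: 0% = median of the neutral control wells and 100% = twice that signal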
# HSF1 inhib: HSF1 inhibition; NIH3T3-HGL HSE-luciferase, MG132-induced, luminescence 8 h; stronger effect = lower value; activity change, negative = inhibition, % at 7.5 µM (by protocol); 300,000 tested, 0.77% active;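 active means more than half of replicate wells show activity change below -50%, luminescence cut by over half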;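 further: luciferase reports HSF-1 transcriptional activity via heat shock element; 0% = median of DMSO wells and -100% = zero luminescence signal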
# AI-2 QS modul: modulators of Vibrio harveyi AI-2 quorum sensing system; 300,000 tested, 0.4% active; Vibrio harveyi JMH597 AI-2 luminescence/OD600 ratio, 9 h; stronger effect = lower value; strain lacks LuxN and CqsS sensors; 0 = neutral-control median; activity change, % at 7.5 µM; in the data active means activity change below about -75%, passing the limit was not always enough;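 further: luminescence divided by OD600 gain over 9 h not by final OD600 alone; inactives centre near 13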
# aSyn 5UTR inh: 5' untranslated region of α-synuclein, MLPCN primary screen; alpha-synuclein 5'UTR reporter, inhibitor activity; inhibition, % (tested at 7.5 µM); 300,000 tested, 0.82% active; in the data active means inhibition above about 60%;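 further: H4 neuroglioblastoma cells stably carrying SNCA 5'UTR luciferase fusion; 0% = DMSO wells and 100% = positive control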
# IEC-6 cytotox: kills IEC-6 intestinal cells in KLF5 counter-screen | IEC-6 cytotoxicity, luminescence viability | inhibition, % at 5 µM | 290,000 tested, 0.78% active; in the data active means inhibition above about 22%;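 further: 0% = plate median of test compound wells and 100% = cytotoxic reference compound wells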
# GSK3A inh: human GSK-3 alpha kinase inhibition. ADP-Glo luminescence, 60 min. inhibition, % at 10 µM. 320,000 tested, 0.1% active. AID 2650;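 in the data active means inhibition above about 50%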;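 further: GST-tagged GSK-3 alpha with peptide substrate and 25 µM ATP; 0% = DMSO neutral wells and 100% = GW8510 positive control wells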
# Target sequence (P49840 whole entry, looked up): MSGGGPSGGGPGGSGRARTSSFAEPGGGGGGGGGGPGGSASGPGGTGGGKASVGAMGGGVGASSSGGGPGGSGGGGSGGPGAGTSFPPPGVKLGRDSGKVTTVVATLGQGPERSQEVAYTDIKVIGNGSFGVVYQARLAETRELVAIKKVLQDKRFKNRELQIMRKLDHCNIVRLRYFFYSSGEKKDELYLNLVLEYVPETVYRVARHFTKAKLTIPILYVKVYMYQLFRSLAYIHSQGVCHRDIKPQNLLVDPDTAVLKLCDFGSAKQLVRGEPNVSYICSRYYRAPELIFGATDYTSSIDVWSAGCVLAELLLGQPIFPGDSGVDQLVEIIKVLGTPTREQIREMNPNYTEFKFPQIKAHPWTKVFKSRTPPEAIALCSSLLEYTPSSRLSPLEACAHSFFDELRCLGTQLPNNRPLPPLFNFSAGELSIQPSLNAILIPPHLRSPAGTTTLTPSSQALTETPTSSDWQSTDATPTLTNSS
# HSP90 refold inh: HSP90 refolding inhibition in rabbit reticulocyte lysate | inhibition, % at 5.6 µM | 290,000 tested, 0.91% active | luciferase refolding luminescence, 3 h;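 active means inhibition above the screen-wide mean plus 3 SD, computed separately per campaign, cut at about 16% in these data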;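 further: 0% = DMSO wells and 100% = 60 µM geldanamycin wells; inhibitors lower the luminescence because luciferase stays unfolded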
# PolyA inh: yeast polyadenylation inhibition; S. cerevisiae SKY197-pL101 polyadenylation reporter, beta-gal luminescence; efflux-impaired pdr1/pdr3 knockout yeast; score 100 = 6 SD above DMSO; calls only at 12 µM; 300,000 tested, 0.02% active; AID 1875;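 active means lowest replicate activity score at least 50, where 100 means six control SD above control mean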;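 further: yeast exposed to compound for 9 h at 30 °C; higher score means more reporter readthrough which indicates perturbed polyadenylation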
# * marks the source's active call; other numbers are inactive results; i = inactive; · = no result given. Only part of the results is shown; count on the stated rates, not on these rows.
# Results follow in this order: GSK3beta inhib | KLF5 inhibitor | HSF-1 act | HSF1 inhib | AI-2 QS modul | aSyn 5UTR inh | IEC-6 cytotox | GSK3A inh | HSP90 refold inh | PolyA inh
1) COc1ccc2c(ccc[n+]2CC(=O)c2ccccc2)c1
→ 0 | -32 | -8 | -4 | 1 | -4 | 0 | 10 | 2 | i
2) O=C(CCc1c[nH]c2ccccc12)NCc1ccncc1
→ · | -10 | 10 | 0 | · | -6 | 3 | -2 | 8 | i
3) CCOC(=O)c1ccc(N=Cc2nc(-c3ccccc3)oc2OC(C)=O)cc1
→ -1 | -17 | 21 | 8 | 37 | 5 | 3 | 0 | 9 | i
4) Cc1cc(C)cc(N(CC(=O)NC2CCCC2)C(=O)c2csnn2)c1
→ 0 | 6 | 4 | 0 | 3 | 9 | 1 | 0 | -1 | i
5) Cc1c(S(=O)(=O)N2CCN(c3cccc(Cl)c3)CC2)c(=O)n(C)c(=O)n1C
→ 0 | -7 | -10 | -5 | 11 | -7 | 2 | -1 | 4 | i
6) Cn1ncc(Cl)c1C(=O)N1CCCc2ccccc21
→ 5 | -17 | 7 | 3 | 17 | 16 | 1 | 4 | 3 | i
7) O=S(=O)(Nc1ccc(N2CCCCC2)cc1)c1ccc(F)cc1F
→ 2 | -40 | -14 | -11 | 16 | 11 | 0 | -3 | 3 | i
8) COc1ccc(-c2nnc(-c3ccc(N(C)C)cc3)o2)cc1
→ 2 | -16 | 29 | 21 | 10 | -148 | 9 | 5 | 6 | i
9) CCCCn1nnc(NC(=O)COc2cc(C)ccc2C(C)C)n1
→ 0 | 3 | 1 | -2 | -1 | 6 | 3 | 0 | 2 | i
10) CCN1C(=O)C(CC(=O)NC2CCCCC2)N(CC)C1=O (stereo unspecified)
→ 4 | -16 | 10 | 3 | 27 | -6 | -6 | 3 | -5 | i
11) Cc1c(N(C)S(=O)(=O)c2cc(C(=O)Nc3ccccn3)ccc2Cl)c(=O)n(-c2ccccc2)n1C
→ 3 | · | 20 | 10 | 10 | -7 | · | -3 | · | i
12) O=C(CSc1nc2ccccc2s1)Nc1ccc(Cl)c(S(=O)(=O)N2CCOCC2)c1
→ 3 | -17 | 47 | 14 | 21 | -32 | 3 | 0 | -1 | i
13) Cc1ccccc1NC(=O)C(C)N1C(=O)c2ccccc2C1=O (stereo unspecified)
→ 1 | 3 | -6 | -2 | -14 | 11 | -3 | -3 | 2 | i
14) COc1ccc(-c2cn[nH]c2-c2ccc(OC)cc2)cc1
→ -9 | -11 | -19 | -27 | 5 | 27 | -2 | 1 | 4 | i
15) c1ccc(CN2CCN(c3ncnc4c3[nH]c3ccccc34)CC2)cc1
→ 4 | 5 | 11 | 1 | 22 | 19 | 5 | 0 | -3 | i
16) CC(C)(C)C(=O)NC(=S)Nc1ccccc1N1CCCC1
→ 1 | -18 | 13 | 1 | 5 | -4 | 0 | 0 | 3 | i
17) O=C(O)c1cc(-c2ccc(-c3c(-c4ccc5c(c4)OCO5)noc3-c3ccsc3)cc2)nc2ccccc12
→ -3 | -22 | 24 | 13 | 37 | -56 | 0 | 0 | -4 | i
18) CCN(c1ccc(OC)cc1)S(=O)(=O)c1nnc(NC(=O)COc2ccccc2)s1
→ 2 | 5 | -5 | 2 | 13 | 15 | 5 | -3 | 0 | i
19) O=C(O)C1CC(O)CN1C(=S)Nc1ccccc1 (stereo unspecified)
→ 1 | -21 | 7 | -7 | 25 | 7 | 2 | 2 | -1 | i
20) O=C(NCc1cccnc1)c1cccc(S(=O)(=O)NCc2ccccc2)c1
→ 3 | · | -11 | -11 | 40 | -8 | · | -4 | · | i
21) Cc1cccc(NC(=O)NCCc2c[nH]c3ccccc23)c1
→ -3 | 2 | 30 | 1 | -10 | -16 | -3 | 1 | 0 | i
22) CCOc1c(CNCc2ccc(C(=O)O)cc2)cccc1OC
→ 3 | -1 | -2 | -8 | 29 | 5 | -4 | -3 | 2 | i
23) Cc1ccnc(NC(=O)CN(C)S(=O)(=O)c2cccc3nsnc23)c1
→ -1 | 8 | -21 | 0 | 12 | 8 | 7 | -1 | 5 | i
24) Cc1cc(Br)ccc1NC(=O)CCSc1ccccc1
→ 2 | -27 | 12 | 25 | 24 | 2 | -2 | 4 | 1 | i
25) CC1Cn2c(COc3ccccc3)nnc2S1 (stereo unspecified)
→ -1 | -20 | -9 | -3 | 0 | -6 | 4 | 0 | -3 | i
26) Cc1nn(C)c(Cl)c1CN1CCCC(CCC(=O)NCc2ccccc2F)C1 (stereo unspecified)
→ 2 | -16 | 7 | -6 | 33 | 8 | 0 | -1 | 3 | i
27) Cc1ccc(/C(N)=N/OC(=O)CCC2CCCC2)cc1
→ -2 | 2 | 16 | 13 | 3 | -85 | -5 | -1 | -2 | i
28) O=C(CSc1ncccn1)NC1CCS(=O)(=O)C1 (stereo unspecified)
→ 0 | -1 | -18 | -5 | 6 | 2 | 0 | 2 | -1 | i
29) Cc1ccc(NC(=O)c2ccc3[nH]c(=O)c(=O)[nH]c3c2)nc1
→ -3 | -22 | -17 | -4 | 23 | -16 | -6 | -7 | -3 | i
30) CN(c1ccc(C(=O)NC2CC3CCC2C3)cc1)S(C)(=O)=O (stereo unspecified)
→ 0 | -9 | 7 | 1 | 27 | -12 | -7 | 3 | -3 | i

# Results in sequence from the entries so far.
# GSK3A inh for nos. 21–26: 1, -3, -1, 4, 0, -1
# IEC-6 cytotox for nos. 21–26: -3, -4, 7, -2, 4, 0
# PolyA inh for nos. 21–26: i, i, i, i, i, i

# Other entries:
# Results follow in this order: GSK3beta inhib | KLF5 inhibitor | HSF-1 act | HSF1 inhib | AI-2 QS modul | aSyn 5UTR inh | IEC-6 cytotox | GSK3A inh | HSP90 refold inh | PolyA inh
31) Cc1cccc2cc(CN(C(=S)NCC(C)C)C3CCCC3)c(=O)[nH]c12
→ -3 | -4 | 24 | 12 | 7 | -6 | -2 | 0 | -6 | i
32) O=C(COc1ccc(Br)cc1F)N1CCN(c2ncccn2)CC1
→ 0 | -10 | 15 | 9 | 21 | 1 | 0 | -4 | 2 | i
33) COc1ccc(C(=O)N2CCCC(CNC(=O)c3ccc(F)cc3)C2)cc1OC (stereo unspecified)
→ 2 | -13 | -9 | -7 | 20 | -10 | -1 | · | 4 | i
34) COc1ccccc1N1CCN(C(CNC(=O)c2ccco2)c2cccnc2)CC1 (stereo unspecified)
→ -3 | -13 | -10 | -3 | -7 | -3 | -2 | -2 | -1 | i
35) CC(=O)Nc1ccc(NS(=O)(=O)C(F)(F)F)cc1
→ 3 | 13 | -8 | -2 | 6 | 13 | -7 | -1 | -5 | i
36) Cc1nc(N2CCCCC2)c2c(C)c(C(=O)Nc3cccc(C(F)(F)F)c3)sc2n1
→ -1 | -20 | 30 | 19 | 3 | 7 | 11 | -5 | 2 | i
37) COc1ccc(-c2cc(C(=O)N3CCCCCC3)c3ccccc3n2)c(OC)c1
→ -1 | -29 | 79* | 26 | 13 | 22 | 2 | 2 | 2 | i
38) CCN(CC)S(=O)(=O)c1ccc(N2CCCCC2)c(NC(=O)/C=C/c2cc(OC)c(OC)c(OC)c2)c1
→ -3 | 0 | 10 | 13 | 37 | -13 | -3 | 2 | -2 | i
39) CC(=O)c1ccc(NC(=O)CSc2nc(=O)cc(N)n2-c2ccccc2)cc1
→ 4 | -55 | 8 | 15 | 18 | -143 | -7 | -1 | -2 | i
40) COc1ccc2cc(CN(Cc3cccnc3)S(=O)(=O)c3ccccc3)c(=O)[nH]c2c1
→ 2 | 2 | 0 | -13 | -13 | 5 | 1 | -2 | 0 | i
41) COc1ccc(Cn2nnnc2C(c2ccc(N(C)C)cc2)N2CCC(C(N)=O)CC2)cc1 (stereo unspecified)
→ -4 | -15 | 21 | 4 | 22 | -15 | -8 | 6 | -2 | i
42) COc1ccc(N2C(=O)Cc3ccccc3C2=O)cc1
→ -2 | -20 | -2 | 3 | 15 | -24 | -4 | 0 | -4 | i
43) CC(C)C(NC(=O)OCc1ccccc1)C(=O)OCC(=O)NCc1ccco1 (stereo unspecified)
→ 7 | 6 | 14 | -4 | 13 | -9 | 0 | -1 | -1 | i
44) O=C(Nc1ccc2c(c1)N(Cc1ccccc1)C(=O)c1ccccc1S2)NC1CC1
→ 0 | -17 | 10 | 1 | 44 | 7 | -2 | 0 | 1 | i

# Gathered by group: the compounds so far containing an NH in an aromatic ring (7)
# Results follow in this order: GSK3beta inhib | KLF5 inhibitor | HSF-1 act | HSF1 inhib | AI-2 QS modul | aSyn 5UTR inh | IEC-6 cytotox | GSK3A inh | HSP90 refold inh | PolyA inh
2) O=C(CCc1c[nH]c2ccccc12)NCc1ccncc1
→ · | -10 | 10 | 0 | · | -6 | 3 | -2 | 8 | i
14) COc1ccc(-c2cn[nH]c2-c2ccc(OC)cc2)cc1
→ -9 | -11 | -19 | -27 | 5 | 27 | -2 | 1 | 4 | i
15) c1ccc(CN2CCN(c3ncnc4c3[nH]c3ccccc34)CC2)cc1
→ 4 | 5 | 11 | 1 | 22 | 19 | 5 | 0 | -3 | i
21) Cc1cccc(NC(=O)NCCc2c[nH]c3ccccc23)c1
→ -3 | 2 | 30 | 1 | -10 | -16 | -3 | 1 | 0 | i
29) Cc1ccc(NC(=O)c2ccc3[nH]c(=O)c(=O)[nH]c3c2)nc1
→ -3 | -22 | -17 | -4 | 23 | -16 | -6 | -7 | -3 | i
31) Cc1cccc2cc(CN(C(=S)NCC(C)C)C3CCCC3)c(=O)[nH]c12
→ -3 | -4 | 24 | 12 | 7 | -6 | -2 | 0 | -6 | i
40) COc1ccc2cc(CN(Cc3cccnc3)S(=O)(=O)c3ccccc3)c(=O)[nH]c2c1
→ 2 | 2 | 0 | -13 | -13 | 5 | 1 | -2 | 0 | i
